# Nrf2 inh = Nrf2 pathway inhibition. 360,000 compounds, 2.1% hits. AID 504444. Potency, µM (highest dose often 46 µM), without a hit: at the highest dose activity change, negative = inhibition, most hits filed as inhibitors. A549 ARE-Fluc reporter, luciferase luminescence, 18-24 h; also: potency is read from the fitted curve at half-maximal effect; % is scaled to controls: 0 for no effect and ±100 for the full control effect; nearly all actives have a fitted effect of over 60% in size
#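 In this cell-based qHTS, ARE-driven firefly luciferase in A549 cells reports Nrf2 activity; the luminescent signal after BugLite lysis is the measured value, with a prior CellTiter-Fluor read for cell health.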
# ATXN viability = cell viability loss in ATXN counter-screen; 400,000 compounds, 0.49% hits; Potency, µM (titrated, usually from 56.7 µM), most hits filed as cytotoxic; S2 cells (HEK-293 line with an ATXN2-luciferase reporter) viability, CellTiter-Fluor protease fluorescence, 24 h; also: potency is read from the fitted curve at half-maximal effect; nearly all actives have a fitted effect of over 40% in size
# TGFb SMAD3 inh = TGF-b pathway inhibition. HepG2 CAGA-GFP TGF-b/SMAD3 reporter, GFP fluorescence, 18 h; TGF-beta stimulated, 500 pg/mL final. Potency, µM (top dose mostly 46.1 µM), without a hit: top-dose activity, negative = inhibition, actives largely listed as inhibitors. 410,000 compounds, 1.2% hits. AID 588855; also: potency is read from the fitted curve at half-maximal effect; % is scaled to controls: 0 for no effect and ±100 for the full control effect; nearly all actives have a fitted effect of over 65% in size
#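 Read-out: total well GFP (ex488/em500-530) summed from mean per-cell fluorescence. Cells: HEPG2 CAGA-GFP, 1% FBS DMEM, 18 h at 37 degrees C with 500 pg/mL final TGF-beta. Unstimulated wells served as the full-inhibition control; stimulated DMSO wells = 0%.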
# HepG2 tox = kills HepG2 cells in TGF-b inhibitor counter-screen | 410,000 compounds, 0.76% hits | HepG2 CAGA-GFP viability, ATP luminescence, 18 h | Potency, µM (titrated, usually from 46.1 µM), for inactives: top-dose activity change, negative = cytotoxicity, actives largely listed as cytotoxic | AID 588856; also: potency is read from the fitted curve at half-maximal effect; some results filed as inactive show a strong effect at the top dose
#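 HepG2 CAGA-GFP cells (1000/well, DMEM with 1% FBS) received compound, then TGF-beta at 500 pg/mL final, and were incubated 18 hours at 37 degrees C. Viability was read by CellTiter-Glo luminescence. Media-only wells were set as complete cell-killing and DMSO as no toxicity.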
# CCT modulator = changes cytosolic chaperonin activity; purified chaperonin ATPase assay, HTRF ADP detection, 30 min; activity change, % (concentration not given with the values), hits read low; 360,000 compounds, 0.3% hits; AID 651819; in the data active = activity change below about -30%; also: % is scaled to controls: 0 for no effect and ±100 for the full control effect
#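 ATPase activity: ADP formed was measured by HTRF Transcreener (665/615 nm ratio) after 30 min at 37 deg C with 10 uM ATP. Compounds screened at one 76 uM concentration against 40 or 20 nM TRiC in Tris pH 7.4/KCl/MgCl2/DTT buffer.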
# Mm-Cpn inhibitor = blocks the Methanococcus maripaludis chaperonin Mm-Cpn; Potency, µM (highest dose often 76.9 µM), inactives show at the top dose activity, negative = inhibition, actives largely listed as inhibitors; purified Mm-Cpn ATPase, ADP Transcreener TR-FRET; 330,000 compounds, 0.031% hits; also: potency is read from the fitted curve at half-maximal effect; % is scaled to controls: 0 for no effect and ±100 for the full control effect; nearly all actives have a fitted effect of over 80% in size
#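 Measured: ADP formation by purified Mm-CPN. Conditions: 25 nM protein, 10 uM ATP, Tris pH 7.4 with Mg2+, K+ and DTT, 37°C for 30 min. Detection: Transcreener HTRF after 30 min at room temperature.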
# Akt phos inh = Akt phosphorylation inhibition | Neuro2A IGF-stimulated pAkt S473 HTRF, 20 min; hits give low values | activity change, % for hits at 50 µM | 360,000 compounds, 0.32% hits | AID 651550; in the data active = activity change below about -80%; inconclusive = mostly about -51% to -80%; also: % is scaled to controls: 0 for no effect and ±100 for the full control effect
#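 Neuro2A cells in DMEM with 0.5% FBS, overnight at 37 deg C, given compound at single 50 µM final, then IGF (6 nM final) for 20 min at 37 deg C. Lysed; phospho-Akt Ser473 by HTRF after 24 h, 665/615 ratio.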
# A549 viability = counter-screen for Nrf2 inhibitors: cytotoxicity in A549 cells | Potency, µM (doses to about 46 µM), for inactives: at the highest dose activity change, negative = cytotoxicity, hits mostly inhibitors | AID 504648 | 390,000 compounds, 0.16% hits | A549 ARE-Fluc cells, CellTiter-Fluor viability, 18-24 h; also: potency is read from the fitted curve at half-maximal effect; % is scaled to controls: 0 for no effect and ±100 for the full control effect
#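 A549 ARE_Fluc cells in 5% FBS OPTI-MEM were exposed to compounds in concentration-response for 18-24 h at 37 deg C. Viability was read by CellTiter-Fluor fluorescence (Ex 405/Em 525) after 30 min, before the luciferase read.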
# Nrf2 activator = activators of Nrf2 (ARE) signaling | 410,000 compounds, 0.31% hits | AID 624171 | AREc32 ARE-luciferase reporter (MCF7-derived line), luminescence, 24 h | Potency, µM (series often up to 46.1 µM), for inactives: at the top dose activation, most hits filed as activators; also: potency is read from the fitted curve at half-maximal effect; % of control where 0% means no effect; nearly all actives have a fitted effect of over 65% in size
#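 Reporter line AREc32 (ARE-Fluc), seeded overnight in OPTI-MEM with 5% FBS; compound pin-transferred, 24 hr at 37 deg C, 5% CO2; luminescent read-out.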
# * marks the source's active call; other numbers are inactive results; i = inactive; ? = inconclusive; nt = not tested or not shown; [ ] = dose if it differs, or a comment. Unless noted, calls follow the shape of the dose curve; as a rule, active = well fitted curve in the direction sought with a large enough effect; inconclusive = small, poorly fitted or top-dose-only effect, or another doubt; inactive = no such curve, though single readings can be large; an effect the other way counts as inactive or inconclusive. Hits appear at their usual frequency, and some 4.4% of all compounds hit somewhere here.
SMILES,Nrf2 inh,ATXN viability,TGFb SMAD3 inh,HepG2 tox,CCT modulator,Mm-Cpn inhibitor,Akt phos inh,A549 viability,Nrf2 activator
O=C(Nc1nccs1)C1CCCN1/C=C/C(=O)C(F)(F)F (stereo unspecified),0%,i,1%,-9%,-1.0,-1%,nt,5%,3.2%
COc1ccc(CCNC(=O)C2CCCN(S(=O)(=O)c3cccc4nonc34)C2)cc1OC (stereo unspecified),nt,i,41%[activator],0%,-0.9,nt,i,4%,0.1%
CCCC(=O)Nc1c(-c2ccccc2)c(=O)c(C)nn1-c1ccccc1,-12%,i,-11%,8%,0.1,3%,i,-12%,3.4%
Cc1cc(=O)[nH]c(-c2ccccc2O)n1,11%,i,-24%,-6%,-0.5,-10%,i,6%,0.3%
Cc1csc(NC(=O)CSc2nnc(-c3ccoc3C)n2Cc2ccco2)n1,-7%,i,6%,-23%,-1.1,2%,i,-3%,2.9%
COc1ccc(C(=O)Nc2ccc(Oc3ncnc4sc(-c5ccccc5)cc34)cc2)cc1OC,-4%,i,-3%,12%,-1.7,-1%,i,-1%,-0.6%[9.22 µM]
COc1cccc(CNC(=O)c2ccc3nc(CCc4ccccc4)oc3c2)c1OC,nt,i,23%,0%,nt,nt,nt,6%,-0.8%
COCC1CCN(C(=O)c2ccc3oc(Cc4ccc(Cl)cc4)nc3c2)C1 (stereo unspecified),6%,i,-2%,-15%,1.8,nt,i,8%,3.7%
N#Cc1ccc(-c2nc3ccc(Br)cn3c2Cc2ccccc2)cc1,nt,?,0%,-32%,1.0,nt,i,nt,4.8%
Cc1ccc(C(=O)N(CC(=O)NC2CCCC2)c2ccc(F)cc2)s1,?,i,10%,-3%,-4.8,-2%,i,0%,-0.4%
COc1ccc(-c2c(C)nn3c(-c4ccccc4)cc(-c4ccccc4)nc23)cc1,?,i,14%,-2%,nt,nt,nt,-2%,-0.2%
CN(C)c1ccc(CNn2cnnc2)cc1,-10%,i,-2%,-11%,2.5,0%,i,9%,0.0%
COc1ccc(/C=N/NC(=O)c2ccc(CSc3nc(C)cc(C)n3)cc2)c(OC)c1OC,-5%,i,?,-21%,2.0,3%,i,-3%,-0.8%
CCN(CC)CCNC(=O)c1ccc(CS(=O)(=O)c2ccc(Br)cc2)o1,10%,i,4%,-11%,-0.1,3%,i,2%,-0.7%
Cc1nnc(SCC(N)=O)n1CCc1ccccc1,-28%,i,3%,-3%,1.0,-1%,i,13%,-0.9%
CC(C)CNC(=O)c1ccccc1NC(=O)CN(c1ccccc1)S(=O)(=O)N(C)C,-1%,i,-19%,-1%,0.0,1%,i,0%,-0.2%
COc1ccc(-c2cnn(C3CCS(=O)(=O)C3)c2N)cc1 (stereo unspecified),-3%,?,-2%,0%,-2.5,0%,i,-1%,-0.6%
Cc1ccc2c(c1)[nH]c1c(=O)n(CCCN3CCOCC3)cnc12,nt,i,5%,-3%,-1.1,-2%,i,3%,3.8%
CC(=O)CC[C@@H](C)O[C@@H]1OC(C)[C@H](O)CC1O (stereo partly specified),7%,i,0%,5%,-4.1,1%,i,1%,1.4%
Cc1ccc(S(=O)(=O)N2CCOCC2)cc1NC(=O)Cn1ccsc1=N,-6%,?,6%,8%,-1.7,0%,i,2%,-0.1%
COc1ccc(Cn2c(CNC(=O)Cc3ccc(OC)c(OC)c3)nc3cccnc32)cc1,nt,nt,-8%,-2%,nt,nt,nt,3%,-1.0%
COc1ccccc1-c1cn[nH]c1-c1ccc(OCc2ccccc2F)cc1O,-4%,?,?,22µM*,-1.3,-1%,i,-5%,-0.3%
C=CCN1C(=O)/C(=C\c2ccc(Cl)cc2)N=C1SCC(=O)NCCC,4%,i,5%,-14%,-8.2,2%,i,-3%,1.5%
CCOC(=O)C1CCN(c2nc3ccccc3nc2C(C#N)C(=O)OC(C)COC)CC1 (stereo unspecified),0%,?,14%,-22%,1.6,-1%,i,-21%,-0.7%
Cc1ccnc(NC(=O)c2ccc([N+](=O)[O-])s2)c1,14%,i,13µM*,-104%,1.9,1%,i,-7%,?
# Going on with the list.
SMILES,Nrf2 inh,ATXN viability,TGFb SMAD3 inh,HepG2 tox,CCT modulator,Mm-Cpn inhibitor,Akt phos inh,A549 viability,Nrf2 activator
O=C(c1nc2ccc(Cl)cn2c1CN1CCCC1)N1CCc2ccccc2C1,-8%,i,-3%,4%,-1.5,0%,i,-1%,0.0%
CCCC/C=C/[C@@H](c1ccccc1)C1COC(=O)CC1O (stereo partly specified),3%,nt,-10%,-31%,nt,nt,nt,1%,nt
COc1cc(CN2CCNC(=O)C2CC(=O)N(C)Cc2cccnc2)cc(OC)c1 (stereo unspecified),14%,i,-2%,-4%,1.4,1%,i,-3%,-0.7%
CCN1C(=O)[C@H]2[C@@H](c3ccc(OC)cc3)N[C@]3(CCCN(Cc4ccccc4)C3=O)[C@H]2C1=O,nt,i,-4%,11%,1.6,nt,i,nt,-0.1%
CC1(C)C(CC(=O)O)CC1C(=O)O (stereo unspecified),18%,i,-8%,-13%,1.3,nt,i,1%,0.3%
Cc1ccc(OC(=O)Nc2ccccc2)cc1,?,i,5%,-2%,-0.6,-8%,i,-1%,3.4%
CC(NC(=O)c1ccco1)C(=O)N1CCN(C(c2ccccc2)c2ccccc2)CC1 (stereo unspecified),-2%,i,?,-3%,0.0,0%,i,-3%,-0.7%
N/C(=N\OC(=O)c1cc(Br)ccc1Cl)c1cccnc1,?,i,-4%,-22%,-0.8,3%,i,2%,?
Cc1c(N=Cc2ccncc2)c(=O)n(-c2ccccc2)n1C,nt,i,0%,0%,-2.0,0%,i,-5%,0.7%
COc1ccc(CNS(=O)(=O)c2ccc(F)cc2Br)cc1,-1%,i,-2%,-13%,-1.2,nt,i,0%,-0.3%
CCCC(=O)NC(c1ccc(OCC)cc1)c1ccc(OC)c(OC)c1 (stereo unspecified),-17%,i,11%,2%,-6.8,2%,i,0%,-0.5%
Cc1nn(Cc2ccccc2)c(Cl)c1/C=N/NC(=O)CNc1cccc(C(F)(F)F)c1,?,i,-13%,-41%,2.5,2%,i,0%,1.8%
COCCN(C(=O)CCC(=O)Nc1ccccn1)C(C(=O)NC1CCCC1)c1ccc(OC)cc1 (stereo unspecified),12%,i,-3%,2%,-3.6,0%,i,-7%,0.2%
CCN(CC)S(=O)(=O)c1cccc(C(=O)N2CCCc3ccccc32)c1,-25%,i,-21%,-2%,-1.2,1%,i,-21%,-0.2%
O=C(Cc1ccc(Br)cc1)Nc1cccc(S(=O)(=O)N2CCCCC2)c1,nt,?,?,-18%,0.5,nt,i,nt,-0.3%
Cc1ccc([N+](=O)[O-])c(OCCN2CCC(Cc3ccccc3)CC2)c1,16%,i,3%,3%,-1.9,-2%,i,-20%,5.3%
O=C(NCCCCO)C(F)(F)C(F)(F)C(F)(F)C(=O)NCCCCO,0%,i,-12%,0%,-1.2,0%,i,-6%,0.0%
CCN(C1CCS(=O)(=O)C1)S(=O)(=O)c1cccc([N+](=O)[O-])c1 (stereo unspecified),4%,i,-11%,-8%,-1.4,6%,i,3%,-0.1%
COc1cccc(C(=O)N2CCN(c3nc4cc(C)cc(C)c4cc3C#N)CC2)c1,nt,?,3%,-5%,-0.1,nt,i,nt,-0.2%
COc1ccc(-c2cc(C)no2)cc1S(=O)(=O)Nc1ccc(NC(C)=O)cc1,26%,i,-24%,-26%,-3.9,-5%,i,1%,-1.6%
COc1ccc(S(=O)(=O)N(CCC(=O)O)Cc2ccccc2)cc1,0%,i,3%,-18%,-50*,2%,i,-12%,-0.4%
O=C(c1ccccc1)c1sc(Nc2ccc3c(c2)OCO3)nc1-c1ccccc1,nt,nt,?,4%,-0.3,nt,i,nt,-0.2%
O=C(Cn1nc(C(=O)O)c2ccccc2c1=O)c1c[nH]c2ccccc12,1%,i,?,-24%,-3.6,-7%,i,1%,?
COc1ccc(CCN=Cc2ccc(O)cc2)cc1OC,3%,i,-2%,11%,-0.3,-6%,i,0%,0.4%
Cc1nnc(N2CCCC(C(=O)NCc3ccccc3F)C2)c2nn(-c3ccccc3)c(C)c12 (stereo unspecified),-4%,i,14%,0%,-2.9,-23%,i,-15%,-1.2%
COCc1[nH]nc2c1C1(CCSCC1)C(C#N)=C(N)O2,-21%,i,1%,-2%,-4.3,-4%,i,?,1.3%
O=C1C=C(c2ccc(C(=O)O)cc2)C[C@@H](c2ccc3c(c2)OCO3)C1,-3%,i,-4%,-10%,-2.8,2%,i,3%,6.0%
Cc1ccccc1OCC(=O)NCCN(C)C,3%,?,1%,-2%,-5.5,2%,i,?,-0.5%
Cc1cc(-c2nnc(SCC(=O)Nc3ccc(F)cc3)n2N)n[nH]1,-13%,i,-3%,1%,-0.3,0%,i,1%,-0.1%

# Record cards, as listed above. Values in the order: Nrf2 inh	ATXN viability	TGFb SMAD3 inh	HepG2 tox	CCT modulator	Mm-Cpn inhibitor	Akt phos inh	A549 viability	Nrf2 activator
# `COc1cc(CN2CCNC(=O)C2CC(=O)N(C)Cc2cccnc2)cc(OC)c1` (stereo unspecified) is listed with 14%	i	-2%	-4%	1.4	1%	i	-3%	-0.7%
# `O=C(c1nc2ccc(Cl)cn2c1CN1CCCC1)N1CCc2ccccc2C1` is listed with -8%	i	-3%	4%	-1.5	0%	i	-1%	0.0%
# `Cc1ccccc1OCC(=O)NCCN(C)C` is listed with 3%	?	1%	-2%	-5.5	2%	i	?	-0.5%
# `Cc1ccc([N+](=O)[O-])c(OCCN2CCC(Cc3ccccc3)CC2)c1` is listed with 16%	i	3%	3%	-1.9	-2%	i	-20%	5.3%

# Source: PubChem BioAssay
